Bioassay records from PubChem BioAssay.
PGC1a acetyl inh: modulators of PGC1a acetylation | 350,000 compounds, 0.17% hits | U2OS PGC1a acetylation, AlphaScreen anti-acetyl-lysine; with virally co-expressed GCN5 acetyltransferase | AID 651687 | inhibition, % at 15.6 µM;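 active means every replicate shows inhibition of at least 40%; inconclusive means mean inhibition at least 40% but some replicate below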;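 further: 0% = neutral control wells and 100% = positive control wells; some results beyond the cut were filed as inactive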
ARNT TACC3 PPI: disrupts binding between human ARNT and TACC3; Q9Y6A5; AlphaScreen His-ARNT PAS-B/GST-TACC3 binding, luminescence; TACC3 fragment carries E629A point mutation; inhibition, % at 9.99 µM; 390,000 compounds, 0.66% hits; AID 623870;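 active means mean inhibition of replicates at least 50% and at least half of replicates each reaching 50%; inconclusive means half or more replicates reach 50% but mean below 50%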;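 further: 0% = complete ARNT plus TACC3 wells and 100% = ARNT alone without TACC3; many hits fall short of the cut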
Cneo AK release: Cryptococcus neoformans lysis via adenylate kinase release | C. neoformans lysis, adenylate kinase release luminescence, 4 h; normalised: neutral wells 0, clomiphene wells 100 | lysis activity, % at 15 µM | 360,000 compounds, 0.2% hits | AID 651654;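 active means mean lysis activity across replicates of at least 80%, whatever share of replicates individually reach that level; inactive means mean lysis activity below 80%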
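Material: C. neoformans cells | Amount: Yeast cell density of 5 × 10^6 cells/mL | Medium: Fresh YPD growth medium | Dosing: Single dose | Times: Static 4 h at 37 °C with compound, 1 h detection | Detection: AK luminescence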
Statin myotox sup: suppressors of simvastatin-induced myotoxicity in C2C12 myotubes. 330,000 compounds, 0.78% hits. rescue of ATP level, % at 7.49 µM. ATP luminescence, 48 h; scaled: DMSO 0, geranylgeraniol control 100;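 active means mean ATP rescue above about 67%, or every replicate alone reaching that limit, limit read from the data, passing the limit was not always enough; inconclusive means no clear call, values can overlap the other calls; inactive means mean under the limit and some replicate under it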;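 further: myotubes were challenged with 10 µM simvastatin during compound exposure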
PAX8 inh HTS: PAX8 transcriptional activity inhibition | inhibition, % at 12.6 µM | 360,000 compounds, 1.2% hits | RMG-I TPO-luciferase reporter, SteadyGlo, 24 h;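 active means mean replicate inhibition at least 60% with every replicate also reaching 60%; inconclusive means only one of the two criteria is met; inactive means mean below 60% and not all replicates reaching 60%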;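 further: luciferase light reporting Pax8 driven TPO promoter activity; plate controls were median of neutral control wells for no effect and mitoxantrone controls for full effect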
GSIS activator: primary screen for activators of insulin secretion dependent on glucose, INS-1E cells, GLuc reporter luminescence; AID 743287; INS-1E GLuc reporter insulin secretion, 2-3 h; 370,000 compounds, 0.61% hits; activation, % at 16.6 µM;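 active means lowest replicate activation of at least 40%, so every replicate reaches that level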;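 further: 0% = median of neutral control wells and 100% = median of IBMX positive control wells; some compounds called inactive have numbers as strong as hits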
LGR2 inh: inhibitors of bursicon-induced Drosophila LGR2 receptor cAMP signaling; HEK293 LGR2, CRE-luciferase, bursicon-stimulated, 4 h; inhibition, % at 9.99 µM; 380,000 compounds, 0.35% hits;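 active means drop in luminescence signal, shown as inhibition above about 50% in the replicate tests, limit read from the data, passing the limit was not always enough; inconclusive means probably only some replicates passing the limit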;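 further: agonist challenge used bursicon conditioned medium at about half maximal strength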
PglD DTNB: PglD (C. jejuni) enzyme inhibition | inhibition, % at 12.5 µM | purified PglD enzyme, DTNB colorimetric CoA detection | AID 602405 | 360,000 compounds, 0.098% hits; in the data active means inhibition above about 16%, passing the limit was not always enough; inconclusive means no clear call, values can overlap the other calls; further: strong numbers were not always called active
Starred values were filed as active, the others as inactive; ? = inconclusive; · = no result given. Not a hit list; about 2.9% have a hit in one of these screens.

SMILES | PGC1a acetyl inh | ARNT TACC3 PPI | Cneo AK release | Statin myotox sup | PAX8 inh HTS | GSIS activator | LGR2 inh | PglD DTNB
COC1C(C)=C(C)C(=O)N1Cc1ccc(F)cc1 (stereo not drawn) | · | 3.2 | -0.7 | 0.8 | 3.3 | 8.1 | 4.4 | -2.2
Cc1cc(C(=O)N2CCN(S(=O)(=O)c3ccc(F)c(Cl)c3)CC2)c(C)o1 | -3.2 | -13.6 | -0.8 | -2.1 | -12.0 | · | · | -0.9
COC(=O)[C@@H]1CCCN1C(=O)CCc1nnc(CCc2c[nH]c3ccccc23)o1 | 1.4 | -9.7 | 3.3 | -3.3 | -4.3 | -1.9 | 5.7 | 4.6
CNC(=S)NCCc1c[nH]c2ccc(OC)cc12 | -2.6 | 4.3 | 0.7 | · | -5.6 | 0.4 | 2.7 | 4.4
NNC(=O)c1cc2nc(-c3cccs3)cc(C(F)(F)F)n2n1 | -6.2 | -12.5 | -1.3 | 8.0 | -8.1 | 4.0 | 4.3 | -2.7
COc1ccc(/C=C/C(=O)Nc2ccccc2F)cc1S(=O)(=O)N1CCOCC1 | -5.8 | 2.9 | -0.3 | -1.4 | -9.4 | 13.3 | -7.8 | 2.0
COc1ccc2c3c(n(C)c2c1)[C@H](CO)N(CC1CCOCC1)CC31CCN(C(=O)CN(C)C)CC1 | -25.7 | · | · | · | -24.0 | 6.7 | 8.7 | ·
Cc1csc(NC(=O)CSc2nnc(-c3cccs3)n2C)n1 | 5.0 | 2.3 | -2.6 | -3.1 | · | -8.2 | -17.7 | 0.2
Cc1ccc(-c2csc3nc(SCC(=O)Nc4ccc(Cl)c(C(=O)O)c4)[nH]c(=O)c23)cc1 | · | -6.5 | -1.6 | -1.6 | -4.6 | -0.5 | 5.9 | -0.6
CCC(=O)N(C)C[C@@H]1[C@@H](c2ccccc2)[C@H](CO)N1Cc1cccnc1 | 6.4 | -12.5 | -1.6 | 1.7 | -11.1 | 20.3 | 17.6 | 0.9
COc1ccccc1NC(=O)N[C@@H]1C=C[C@@H](CC(=O)N2CCC(Cc3ccccc3)CC2)O[C@@H]1CO | 5.8 | · | · | · | 4.4 | -19.0 | 4.6 | ·
CCn1cc(C(=O)N2CCN(c3ccc([N+](=O)[O-])cc3)CC2)c(=O)c2ccc(C)nc21 | 6.7 | -1.8 | 2.2 | ? | 33.7 | -10.4 | 4.2 | -0.5
C[C@@H]1CN([C@H](C)CO)S(=O)(=O)c2ccc(-c3cncnc3)cc2O[C@@H]1CN(C)C(=O)CN(C)C | 0.4 | -4.5 | 0.8 | -7.4 | · | 18.1 | -4.6 | 1.8
COC(C[C@H](O)CC(=O)COCc1ccccc1)OC | · | -6.9 | 3.6 | 7.1 | 7.3 | 1.2 | 6.2 | 0.8
COc1ccc(NC(=O)N[C@@H]2CC[C@H](CCn3cc(-c4ccc(F)cc4)nn3)O[C@H]2CO)cc1 | -2.0 | -2.7 | 0.0 | 14.3 | 2.7 | 6.0 | -9.0 | 2.0
CCS(=O)(=O)N1Cc2ccccc2CC1C(=O)Nc1cc(S(C)(=O)=O)ccc1Cl (stereo not drawn) | · | 2.4 | 0.6 | 12.3 | 10.2 | 4.7 | 1.0 | 3.9
CCN(CC)CCNC(=O)c1cn(CC)c2cc(N3CCN(C(=O)c4ccco4)CC3)c(F)cc2c1=O | 6.1 | 0.1 | · | -2.9 | 26.4 | 7.0 | -4.3 | ·
Cc1noc(C)c1NC(=O)Nc1ccc2c(c1)C(=O)N([C@@H](C)CO)C[C@@H](C)[C@H](CN(C)C(=O)Nc1ccc(F)cc1)O2 | -2.5 | -4.6 | 0.9 | -41.0 | -6.4 | 1.7 | 1.7 | 2.1
COC(=O)[C@@]12CCCN1[C@H](c1ccc(-c3ccc(C(C)=O)cc3)c(OC)c1)[C@H]1C(=O)N(C)C(=O)[C@H]12 | -9.5 | -1.1 | -1.2 | 3.9 | 3.9 | -15.4 | -7.2 | 3.6
Cc1ccc(S(=O)(=O)NC2(C(F)(F)F)NC(=O)N(CCc3ccccc3)C2=O)cc1 (stereo not drawn) | 2.9 | 0.2 | -0.3 | 4.2 | 13.3 | -0.3 | -4.5 | -6.0
Clc1ccccc1-c1ccc(/C=N/n2cnnc2)o1 | 7.4 | 1.5 | 1.0 | 2.7 | · | · | · | 1.0
CNC(=O)C[C@H]1CC[C@H]2[C@H](COc3ccc(NC(=O)NCc4ccccc4)cc3C(=O)N2C)O1 | -1.3 | -1.8 | 5.4 | 5.3 | -17.0 | -0.4 | 0.5 | -1.9
COc1cc(Cl)c(C)cc1NC(=O)c1ccccc1NC(=O)CN1CCN(c2ccccn2)CC1 | -4.2 | · | 0.2 | -13.7 | 6.8 | · | · | -3.0
O=C(NCCN1CCOCC1)c1ccc(Cl)c(S(=O)(=O)N2CCCCCC2)c1 | 1.6 | -2.7 | 0.1 | · | · | · | · | -4.9
O=[N+]([O-])c1ccc(N2CCNCC2)cc1NCc1cccnc1 | · | -13.2 | 4.7 | · | 17.2 | 8.3 | -10.2 | 4.0
COc1ccc(-c2cn(CC[C@@H]3CC[C@@H](NC(=O)Cc4ccccn4)[C@@H](CO)O3)nn2)cc1 | -6.9 | 10.2 | -2.7 | -3.6 | 62.1* | -1.2 | -24.0 | 1.1
Cc1ccc(NC(=O)CC(C)S(=O)(=O)c2ccc3c(c2)NC(=O)CO3)cc1C (stereo not drawn) | -3.8 | 0.0 | 0.4 | -0.8 | -20.9 | 1.6 | -6.4 | -0.6
Fc1ccccc1C1c2[nH]c3ccccc3c2CCN1Cc1cccn1-c1ncccn1 (stereo not drawn) | -1.5 | 16.2 | · | 10.4 | 21.9 | -3.6 | 7.1 | ·
CN(C)CCCN(C(=O)c1ccc(S(=O)(=O)N2CCCCCC2)cc1)c1nc2ccc(F)cc2s1 | -8.7 | 8.9 | 14.4 | -6.0 | -4.6 | -9.5 | -2.7 | 2.0
CCOc1ccc2[nH]c(=O)c(CN(Cc3ccc(C)cc3)C(=O)N3CCCC3)cc2c1 | 6.9 | 2.9 | -0.5 | 21.6 | · | · | · | -1.7

Four entries from above, set out differently.
COc1ccc(NC(=O)N[C@@H]2CC[C@H](CCn3cc(-c4ccc(F)cc4)nn3)O[C@H]2CO)cc1
  PGC1a acetyl inh: -2.0; ARNT TACC3 PPI: -2.7; Cneo AK release: 0.0; Statin myotox sup: 14.3; PAX8 inh HTS: 2.7; GSIS activator: 6.0; LGR2 inh: -9.0; PglD DTNB: 2.0

CNC(=S)NCCc1c[nH]c2ccc(OC)cc12
  PGC1a acetyl inh: -2.6; ARNT TACC3 PPI: 4.3; Cneo AK release: 0.7; Statin myotox sup: ·; PAX8 inh HTS: -5.6; GSIS activator: 0.4; LGR2 inh: 2.7; PglD DTNB: 4.4

COc1cc(Cl)c(C)cc1NC(=O)c1ccccc1NC(=O)CN1CCN(c2ccccn2)CC1
  PGC1a acetyl inh: -4.2; ARNT TACC3 PPI: ·; Cneo AK release: 0.2; Statin myotox sup: -13.7; PAX8 inh HTS: 6.8; GSIS activator: ·; LGR2 inh: ·; PglD DTNB: -3.0

COc1ccccc1NC(=O)N[C@@H]1C=C[C@@H](CC(=O)N2CCC(Cc3ccccc3)CC2)O[C@@H]1CO
  PGC1a acetyl inh: 5.8; ARNT TACC3 PPI: ·; Cneo AK release: ·; Statin myotox sup: ·; PAX8 inh HTS: 4.4; GSIS activator: -19.0; LGR2 inh: 4.6; PglD DTNB: ·

Next entries
SMILES | PGC1a acetyl inh | ARNT TACC3 PPI | Cneo AK release | Statin myotox sup | PAX8 inh HTS | GSIS activator | LGR2 inh | PglD DTNB
COCCCNC(=O)CN(Cc1ccccc1)S(=O)(=O)c1ccccc1 | · | · | 0.1 | -1.9 | -23.2 | 14.1 | -10.3 | 8.3
CCOC(=O)C(CCC(=O)O)(CCC(C)C)c1csc(N)n1 (stereo not drawn) | · | -3.2 | 5.2 | 4.1 | 17.1 | · | · | 0.0
CO[C@H]1CN(C)C(=O)c2ccc(NC(C)=O)cc2OC[C@@H](C)N(C(=O)Cc2cccnc2)C[C@@H]1C | 10.0 | -3.0 | 59.1 | -3.2 | -1.3 | 16.7 | -20.8 | -2.6
COCC(=O)Nc1ccc2c(c1)C(=O)N(C)C[C@@H](OC)[C@@H](C)CN(CC1CCCCC1)[C@H](C)CO2 | -5.5 | 3.5 | -2.2 | -7.7 | · | -2.0 | -1.3 | -2.2
COc1ccccc1-c1ccc([C@H]2[C@@H](CO)N3CCCCN(C(=O)NC4CCCC4)C[C@@H]23)cc1 | 4.9 | 6.1 | -6.5 | -13.9 | 7.4 | -23.5 | 3.2 | 3.0
CC(=O)NC(CSc1cc(C)nc2ccc(Br)cc12)C(=O)O (stereo not drawn) | 0.1 | -2.0 | 1.6 | 0.5 | 14.8 | 29.3 | 2.2 | 4.4
COc1cccc(-c2ncc3ccccn23)c1 | 8.9 | 42.3 | -3.0 | · | · | · | · | 6.4
O=C(CN1C(=O)NC2NC(=O)NC21)NN=C1CCCC1 (stereo not drawn) | · | 0.7 | · | · | 83.1* | -0.3 | 10.1 | ·
CNC(=O)C[C@@H]1CC[C@H]2[C@H](COc3ccc(NC(=O)c4cc(F)cc(F)c4)cc3C(=O)N2C)O1 | 28.6 | -2.6 | 56.9 | -21.7 | -24.9 | -1.0 | 1.8 | -6.7
CCOC(=O)N1CCN(C(=O)c2cccc(NC(=O)c3ccco3)c2)CC1 | 6.3 | -6.3 | -2.3 | · | · | · | · | 2.2
CC1CCCC(NC(=S)Nc2cccc(S(=O)(=O)N(C)C)c2)C1C (stereo not drawn) | · | 2.6 | -1.2 | -7.1 | -0.6 | -51.2 | -0.4 | 2.4
COCCNc1nc(C)cc(-c2cc(C(=O)Nc3ccccc3)on2)n1 | -5.4 | -2.3 | -5.7 | 21.1 | · | · | · | -2.9
O=C(O)C(Cc1ccccc1)N=C(NS(=O)(=O)c1ccccc1)c1ccccc1 (stereo not drawn) | -13.0 | · | 0.0 | 3.4 | 27.9 | 6.7 | -11.9 | -2.6
COCC#Cc1ccc2c(c1)O[C@@H](CN(C)Cc1cccnc1)[C@@H](C)CN([C@@H](C)CO)S2(=O)=O | 10.2 | -24.3 | -3.5 | 17.5 | 9.6 | -14.9 | 9.1 | 18.0
COc1ccc(Cc2nnc(NC(=O)c3ccc(C)cc3)s2)cc1OC | 16.5 | -13.0 | 1.7 | 16.6 | 1.3 | 13.5 | 10.7 | 4.1
Cc1cccc(N=C2C(=O)Nc3c(Cl)cccc32)c1 | · | -2.5 | 2.0 | 11.7 | 2.9 | 0.3 | -22.2 | -3.9
C[C@@H]1CCCCO[C@H](CN(C)S(C)(=O)=O)[C@H](C)CN([C@@H](C)CO)C(=O)c2cc(NS(=O)(=O)c3ccccc3)ccc2O1 | -15.9 | -2.1 | -1.7 | 0.1 | 4.3 | -4.1 | 14.4 | -4.7
Cc1ccc(C(=O)NC2(O)C(=O)c3ccccc3C2=O)cc1C | 10.8 | 20.0 | 5.3 | 6.7 | 22.8 | -21.1 | -0.9 | 5.9
C/C=C/c1ccc([C@H]2[C@@H](CO)N3CCCCN(C(=O)Nc4ccc(F)cc4)C[C@@H]23)cc1 | 13.0 | 3.3 | 3.4 | -4.6 | -22.5 | -20.4 | 11.6 | -1.3
C=CCn1c(=O)/c(=C2/SC(C)=C(C)N2CC)s/c1=C1/C(=O)N(CC)C(=S)N1c1ccccc1 | 6.9 | 34.9 | 0.4 | · | · | · | · | 5.2
